ADAM10 inh: human ADAM10 inhibitors, primary screen, biochemical, QFRET, HTS. actives 0.62% (n = 370,000). inhibition, % at 7 µM. Disintegrin and metalloproteinase domain-containing protein 10 (Homo sapiens), O14672. recombinant ADAM10, EDANS/DABCYL FRET peptide cleavage, 3 h;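 active = inhibition above a per-campaign cutoff equal to the mean of compounds falling between control-based bounds plus 3 SD, cut at about 20% in these data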;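 also: 0% = DMSO wells while the 100% control is not disclosed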
Target sequence (O14672 214-748 limits assumed): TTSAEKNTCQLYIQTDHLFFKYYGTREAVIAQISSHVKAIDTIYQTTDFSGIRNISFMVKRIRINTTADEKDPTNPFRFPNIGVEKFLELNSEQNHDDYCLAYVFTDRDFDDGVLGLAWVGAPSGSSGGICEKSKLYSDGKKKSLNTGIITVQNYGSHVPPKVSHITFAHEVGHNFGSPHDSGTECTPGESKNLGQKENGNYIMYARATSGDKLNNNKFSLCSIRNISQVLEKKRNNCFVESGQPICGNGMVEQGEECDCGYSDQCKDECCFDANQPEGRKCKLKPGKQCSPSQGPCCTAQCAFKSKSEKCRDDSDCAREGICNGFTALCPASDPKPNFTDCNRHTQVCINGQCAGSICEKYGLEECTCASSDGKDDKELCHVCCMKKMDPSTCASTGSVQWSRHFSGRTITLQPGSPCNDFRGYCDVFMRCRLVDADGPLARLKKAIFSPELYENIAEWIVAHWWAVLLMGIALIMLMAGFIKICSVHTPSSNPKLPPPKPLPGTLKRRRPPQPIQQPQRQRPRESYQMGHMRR
ssDAF-12 act: S. stercoralis DAF-12 nuclear receptor activators, primary screen, cell-based, luminescence, HEK293, GRIP1 co-expression, lit1-tk-luc. HEK293 ssDAF-12/GRIP1 lit1-tk-luc reporter; % of 3 µM dafachronic acid response. activation, % at 6.8 µM. actives 1% (n = 370,000). AID 652126, 2013;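 active = activation above the mean over all tested compounds plus 3 SD, cut at about 0.9% in these data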;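 also: 0% = DMSO-only wells and 100% = 3 µM delta7-dafachronic acid wells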
ADAM17 inh: ADAM17 inhibitors, primary screen, biochemical, QFRET. Disintegrin and metalloproteinase domain-containing protein 17 (Homo sapiens), P78536. recombinant ADAM17, EDANS/DABCYL FRET peptide cleavage. inhibition, % at 6.95 µM. actives 0.83% (n = 370,000). AID 720648, 2013;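 active = inhibition above the mean of compounds lying between control limits plus 3 SD, set per campaign, cut at about 8.5% in these data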;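 also: 0% = DMSO-only wells as the low control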
hgDAF12 agonist: H. glycines DAF-12 receptor agonists, primary screen, cell-based, luminescence, HEK293, GAL4 fusion, UAS-luciferase | Nuclear hormone receptor DAF-12 (Heterodera glycines), GAL4 fusion | HEK293 GAL4-hgDAF12 UAS-luciferase reporter, agonist luminescence; normalized to butyrate control | activation, % at 6.8 µM | actives 1.8% (n = 370,000);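 active = activation above a cutoff set at the mean of all screened compounds plus 3 SD, cut at about 10% in these data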;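 also: 0% = DMSO wells and 100% = sodium butyrate wells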
SMARCA2 act: SMARCA2 (BRM) function activators, primary screen, cell-based, luminescence, high throughput | MG213 cells, MMTV-luciferase reporter, dexamethasone, overnight | activation, % at 9.1 µM | actives 1% (n = 370,000) | AID 652017, 2013; in the data active = activation above about 7.8%;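 also: 0% = vehicle wells and 100% = reference activator wells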
DAX1 inh-1: DAX1 (NR0B1) inhibitors, primary screen, cell-based, HEK293, Gal4-DAX1, luciferase luminescence; HEK293 Gal4-DAX1 luciferase reporter; inhibition, % at 6.75 µM; actives 0.99% (n = 340,000); AID 504766, 2011;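 active = inhibition above the mean over all tested compounds plus 3 SD, cut at about 4.2% in these data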;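 also: 0% = DAX1-transfected cells with DMSO and 100% = empty-vector control cells with DMSO; inhibition shows as a rise in luminescence from relieved DAX1 repression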
Target sequence (P51843 207-470 limits assumed): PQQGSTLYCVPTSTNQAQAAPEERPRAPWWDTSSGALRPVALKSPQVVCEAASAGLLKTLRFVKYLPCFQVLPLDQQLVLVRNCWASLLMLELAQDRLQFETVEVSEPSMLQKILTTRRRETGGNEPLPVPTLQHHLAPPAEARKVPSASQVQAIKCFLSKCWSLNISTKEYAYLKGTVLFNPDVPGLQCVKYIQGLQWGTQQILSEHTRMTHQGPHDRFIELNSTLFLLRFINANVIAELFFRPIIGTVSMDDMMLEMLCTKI
PG9 Ab binder: binders of HIV-1 gp120 antibody PG9, primary screen, biochemical, TR-FRET | TR-FRET gp120-PG9 antibody binding | inhibition, % at 6.7 µM | actives 0.43% (n = 360,000) | AID 624416, 2012; in the data active = inhibition above about 8.5%
hcDAF-12 act: H. contortus DAF-12 nuclear receptor activators, primary screen, cell-based, luminescence, HEK293, lit1-tk-luc reporter | activation, % at 6.8 µM | HEK293 hcDAF-12 lit1-tk-luc reporter; 0% DMSO, 100% Δ7-dafachronic acid | actives 1.4% (n = 370,000);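 active = activation above the mean of all tested compounds plus 3 SD, cut at about 5.5% in these data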;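 also: 100% = response to 3 µM Δ7-dafachronic acid high control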
DAX1 inh-2: DAX1 (NR0B1) inhibitors on StAR promoter, primary screen, cell-based, luminescence, SF-1 (NR5A1), full-length DAX-1; HEK293T StAR-luciferase reporter, SF-1/DAX-1 repression relief; inhibition, % at 6.8 µM; actives 1.1% (n = 370,000); AID 652010, 2013;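 active = inhibition above the mean over all tested compounds plus 3 SD, cut at about 3.6% in these data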;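 also: 0% = DAX-1 cells with DMSO and 100% = cells lacking DAX-1 with DMSO; higher inhibition means more luminescence from relief of DAX-1 repression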
GAA850 FXN act: FXN promoter activators, primary screen, cell-based, luciferase luminescence, HEK293 lucGAA850; HEK293 lucGAA850 FXN promoter luciferase reporter, 24 h; percent of 10 µM SAHA response; activation, % at 6 µM; actives 0.56% (n = 360,000); AID 540364, 2011;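 active = activation above the average of all compounds screened plus 3 SD, cutoff fixed separately per campaign, cut at about 7.5% in these data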;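 also: 0% = DMSO wells and 100% = 10 µM SAHA wells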
NPR1 activator: GC-A stimulated cGMP production enhancers – HEK293 GC-A cells, cGMP TR-FRET, EC30 ANP, primary screen | Atrial natriuretic peptide receptor 1 (Homo sapiens), P16066 | 0% at EC30 ANP, 100% saturating ANP | activation, % at 10 µM | actives 0.14% (n = 370,000); in the data active = activation above about 40%
Starred values were filed as active, the others as inactive; i = inactive; x = not tested or not shown.

SMILES	ADAM10 inh	ssDAF-12 act	ADAM17 inh	hgDAF12 agonist	SMARCA2 act	DAX1 inh-1	PG9 Ab binder	hcDAF-12 act	DAX1 inh-2	GAA850 FXN act	NPR1 activator
COc1cc(C(=O)NCCOc2cc(C)ccc2C(C)C)cc(OC)c1OC	8	-1.6	2	-5.0	-4	-3.7	-0.7	-3.9	-0.9	-0.7	-5
O=C1CS/C(=N/N=C/c2cccs2)N1	-2	-1.0	3	0.7	1	-0.2	1.5	-0.6	-0.4	1.1	-3
Cc1ccc(NC(=O)Cn2nnc3ccccc32)c(C)c1	-10	-0.4	-2	-2.4	-6	-0.8	-1.8	-1.5	1.4	2.2	5
O=C(Cn1nc(-c2ccccc2)ccc1=O)Nc1ccc(-n2cnnn2)cc1	0	-0.8	-1	-1.8	-1	0.1	-1.5	-1.1	0.0	-1.1	-11
COC(=O)c1ccc(COc2ccc3c(c2)CCC3)o1	-4	-0.8	-5	7.1	3	2.7	0.0	0.4	0.6	4.2	4
COC(=O)[C@@]12C[C@@H](CC(=O)N3CCN(C(=O)c4ccco4)CC3)C(=O)N(Cc3ccccc3)C1=CCC(C)(C)C2	-1	-0.9	0	-3.9	4	x	-1.5	-2.7	0.5	x	-3
CCOc1ccc(CCNC(=O)COC(=O)CSc2ccc(C)cc2)cc1OCC	3	-1.5	1	2.4	3	1.9	0.1	-1.4	-1.1	1.9	2
CC(=O)Nc1cccc(NC(=O)c2cc(-c3ccccn3)nc3ccc(Cl)cc23)c1	-4	0.6	1	0.5	-2	1.1	1.5	1.6	0.0	0.3	12
Cc1ccc(S(=O)(=O)N2CCOC2CNC(=O)C(=O)NCc2ccccn2)cc1 (configuration not stated)	-7	-1.2	8	1.1	-4	0.3	1.3	-1.6	0.4	0.0	-1
CCc1ccc(NC(=O)CNC(=O)c2nn(-c3ccc(OC)cc3)c(=O)c3ccccc23)cc1	1	-0.9	-3	-2.8	1	-1.3	3.0	-2.0	0.1	-1.4	-3
Cc1nc(SCC(N)=O)[nH]c(=O)c1C	2	-1.5	-3	1.2	x	x	x	-0.8	x	x	4
COc1ccc(-c2cccc(C(=O)Nc3ccc(C)cc3)c2)cc1	-4	-0.5	-3	1.5	-1	-0.5	-0.8	-1.4	0.1	2.0	-5
CCC(C(=O)N1CCCC1)n1nc(C)c2c(C)n(-c3ccccc3)nc2c1=O (configuration not stated)	-1	-0.9	1	-0.1	0	0.2	0.0	-0.9	0.0	1.1	-1
O=c1oc2cc(S(=O)(=O)NCCCO)ccc2c2ccc(S(=O)(=O)NCCCO)cc12	-6	-1.0	-7	1.8	0	-2.3	0.1	-1.6	1.0	-0.6	4
COc1ccc(C(=O)NCC(=O)OCC(=O)N2CC(C)OC(C)C2)cc1OC (configuration not stated)	-7	-1.1	-1	-3.5	-1	2.1	0.3	-1.3	-0.7	1.3	-1
CC1CC(=O)Nc2ccccc2N1C(=O)COc1cc(Cl)ccc1Cl (configuration not stated)	-23	0.9	-8	-2.8	1	0.4	0.9	0.5	0.4	0.6	-4
COc1ccccc1C(=O)Nc1c2c(nn1-c1cccc(C)c1C)CS(=O)(=O)C2	4	-1.2	-1	0.7	-1	0.8	-3.2	0.9	-0.1	2.3	-4
Cc1cc(Nc2ccc(Cl)cc2)n2ncnc2n1	0	-1.4	0	1.8	-3	1.7	0.3	-2.1	-0.5	0.8	4
CCOc1cc(C2C(C#N)=C(N)Oc3n[nH]c(C)c32)ccc1OCCN1CCOCC1 (configuration not stated)	-60	-0.9	-3	-3.9	3	-1.4	-1.3	1.0	-0.3	-1.0	-3
O=C(NNC(=S)NCc1ccco1)c1ccc(S(=O)(=O)N2CCOCC2)cc1	-5	-0.7	-3	0.1	-4	0.0	0.5	0.8	0.4	2.4	1
OC(c1cccc(F)c1)c1ncc(-c2ccc(Oc3ccccc3)cc2)[nH]1 (configuration not stated)	23*	-1.4	7	2.2	-6	x	2.1	-0.9	-0.1	-0.4	-4
CC/C(=N\NC(=O)CSCc1ccccc1Br)c1ccc2c(c1)OCCO2	11	-1.3	5	-0.2	-1	-0.1	0.9	-2.0	-0.4	-0.9	5
CCOC(=O)N1CCN(C(=O)CSC2=NS(=O)(=O)c3cc(Cl)ccc3N2)CC1	0	-0.8	2	2.6	-4	0.5	0.1	3.4	-0.8	0.3	1
Cc1ccc2nc(-c3ccccc3)c(CN3CCSCC3)n2c1	-1	-2.1	-1	2.4	-2	-1.4	-0.2	-2.0	-0.6	1.2	0
CC(=O)Nc1ccc2nc(N)sc2c1	6	0.5	-4	3.7	-2	0.3	0.8	4.7	0.5	0.8	0
NS(=O)(=O)c1ccc(NC(=O)c2cc(Cl)sc2Cl)cc1	3	-1.6	-3	-0.4	2	0.1	1.4	-2.6	-0.8	0.8	2
N#Cc1nc(Cc2ccccc2)oc1NCc1ccccc1Cl	7	-1.4	8	-0.7	1	1.2	1.7	-1.6	-0.4	4.9	4
CCn1c(SCC(=O)NC)nnc1C(C)C	-7	-0.7	-2	0.8	-2	2.2	2.3	-1.1	-0.1	-1.7	2
COC(=O)[C@]12C[C@H](CC(=O)N3CCC(c4ccccc4)CC3)C(=O)N(CCc3ccc(OC)c(OC)c3)C1=C[C@H](C1CCCC1)O[C@@H]2C	6	-1.8	7	3.7	-1	x	x	0.7	-0.8	x	-3
Cc1ccc(Cn2nnc3c2-c2cc(F)ccc2S(=O)(=O)N(C(C)(C)C)C3)cc1	18	-0.2	9.5*	-3.3	-5	x	x	-1.7	0.3	x	0

4 structures already listed, arranged by heavy-atom count, falling.
SMILES	ADAM10 inh	ssDAF-12 act	ADAM17 inh	hgDAF12 agonist	SMARCA2 act	DAX1 inh-1	PG9 Ab binder	hcDAF-12 act	DAX1 inh-2	GAA850 FXN act	NPR1 activator
CCc1ccc(NC(=O)CNC(=O)c2nn(-c3ccc(OC)cc3)c(=O)c3ccccc23)cc1	1	-0.9	-3	-2.8	1	-1.3	3.0	-2.0	0.1	-1.4	-3
Cc1ccc(Cn2nnc3c2-c2cc(F)ccc2S(=O)(=O)N(C(C)(C)C)C3)cc1	18	-0.2	9.5*	-3.3	-5	x	x	-1.7	0.3	x	0
COc1ccc(C(=O)NCC(=O)OCC(=O)N2CC(C)OC(C)C2)cc1OC (configuration not stated)	-7	-1.1	-1	-3.5	-1	2.1	0.3	-1.3	-0.7	1.3	-1
Cc1nc(SCC(N)=O)[nH]c(=O)c1C	2	-1.5	-3	1.2	x	x	x	-0.8	x	x	4

(listing goes on)
SMILES	ADAM10 inh	ssDAF-12 act	ADAM17 inh	hgDAF12 agonist	SMARCA2 act	DAX1 inh-1	PG9 Ab binder	hcDAF-12 act	DAX1 inh-2	GAA850 FXN act	NPR1 activator
O=C(NCCc1ccccc1)C(=O)N/N=C/c1ccc2c(c1)OCO2	-3	-0.1	-2	2.0	1	1.4	-0.4	2.7	0.0	0.3	-3
COc1cc(C2Nc3ccccc3C(=O)N2c2ccc(Cl)cc2)c(Cl)cc1OCC(=O)O (configuration not stated)	i	0.6	-207	14*	10*	2.9	-0.5	5.3	4.0*	5.1	1
O=C(O)/C=C/c1ccc(S(=O)(=O)Nc2ccc(C(=O)NCC(=O)O)cc2)cc1	-9	-1.2	-3	2.3	0	0.4	0.4	-1.5	0.1	-0.2	2
O=C(CCc1nc(-c2ccccc2)no1)NC1CCCCC1	3	-1.1	9.0*	0.2	-4	0.3	-4.4	-0.8	-0.8	1.0	-2
CN1CCc2c(C#N)c(N3CCOCC3)nc(NCC3CCCO3)c2C1 (configuration not stated)	-121	-1.1	-44	-2.4	12*	x	-3.5	0.0	0.3	-0.7	6
COc1ccc2c(C(=O)c3ccc(C)cc3)n(Cc3ccc(C(N)=O)cc3)[n+]([O-])c2c1	-38	2.1*	-12	9.8	4	1.8	-0.7	11*	2.0	6.6	-1
O=C(OCCN1C(=O)c2ccccc2C1=O)C1CCN(S(=O)(=O)c2cccs2)CC1	8	-0.8	1	0.0	-2	1.2	-3.5	1.3	-0.1	-0.9	0
CCOC(=O)C1CCCN(C(=O)c2ccc(C)c([N+](=O)[O-])c2)C1 (configuration not stated)	11	-1.1	4	-2.4	-3	-0.4	-3.9	0.0	-0.5	-1.2	2
COc1ccc(NC(C)=O)cc1S(=O)(=O)Nc1cccc(S(=O)(=O)NC2=NCCC2)c1	-6	-1.4	-5	-2.2	-2	-0.8	1.6	1.1	0.7	0.7	0
O=C1c2ccccc2C(=O)N1CCCCNc1ccccc1	0	-0.4	-1	5.0	-3	0.8	0.1	1.8	1.2	-1.9	3
CCc1ccc2nc3sc(C(=O)Nc4nnc(CC)s4)c(N)c3cc2c1	-98	-0.8	-41	2.7	-1	0.6	2.8	0.4	0.0	3.4	6
CC(C)c1ccccc1OCCNS(C)(=O)=O	-10	-1.2	-4	-0.7	-4	1.3	0.9	-1.9	0.4	-0.9	2
CCOC(=O)c1c(C)[nH]c(C(=O)COC(=O)[C@H](C)NC(=O)c2ccccc2Cl)c1C	2	-1.8	4	5.8	3	0.7	-4.0	1.9	0.3	7.0	6
CC1CCCC(NC(=O)CCC(=O)N2CCOc3ccccc32)C1C (configuration not stated)	4	-0.8	-3	-0.8	-2	0.9	1.9	-0.8	-0.2	-1.4	-1
CN(C)S(=O)(=O)c1ccc(NC(=O)CSc2nc3ccccc3n2-c2ccccc2)cc1	14	-2.5	5	-1.0	-5	-2.8	-0.4	-3.2	-1.3	-2.3	-1
CC(=O)Nc1ccc(Sc2ncccc2C(=O)Nc2cc(Cl)cc(Cl)c2)cn1	-5	1.1*	-8	1.7	-3	0.2	2.6	0.7	0.0	-0.2	-2
Cc1cccc(Nc2ccccc2C(=O)OCC(=O)N(C)C2CCS(=O)(=O)C2)c1C (configuration not stated)	-3	-1.0	0	1.0	-1	1.0	-1.2	-2.2	0.0	-2.3	9
NC(=O)C(=O)NCCCN1CCOCC1	-1	-0.8	-2	4.0	5	0.1	-0.2	-0.9	0.9	1.8	1
CCc1cc(C(=O)NNC(=S)NC2CCCCC2)cs1	6	-0.5	8	1.3	0	0.1	1.8	0.5	2.2	3.1	0
CCNC(=O)c1ccc2c(c1)S(=O)(=O)c1ccccc1C2=O	2	-0.1	0	0.1	-1	-0.3	-1.3	-0.6	-0.8	1.5	3
COc1ccc(S[C@]2(C(=O)N3CCCC3)CC(=O)N(P(=O)(OC)OC)[C@@H]2c2ccc(OC)cc2)cc1	-1	-0.9	5	4.3	-5	x	x	-1.6	-1.6	x	-1
